MITF primary: human MITF inhibition, primary screen; AlphaScreen MITF homodimerization, bead proximity signal; inhibition, % at 2.6 µM; 650,000 compounds, 0.91% hits; AID 1259374; in the data active means inhibition above about 50%;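 further: 0% = vehicle wells with protein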
Target sequence (O75030 whole entry, looked up): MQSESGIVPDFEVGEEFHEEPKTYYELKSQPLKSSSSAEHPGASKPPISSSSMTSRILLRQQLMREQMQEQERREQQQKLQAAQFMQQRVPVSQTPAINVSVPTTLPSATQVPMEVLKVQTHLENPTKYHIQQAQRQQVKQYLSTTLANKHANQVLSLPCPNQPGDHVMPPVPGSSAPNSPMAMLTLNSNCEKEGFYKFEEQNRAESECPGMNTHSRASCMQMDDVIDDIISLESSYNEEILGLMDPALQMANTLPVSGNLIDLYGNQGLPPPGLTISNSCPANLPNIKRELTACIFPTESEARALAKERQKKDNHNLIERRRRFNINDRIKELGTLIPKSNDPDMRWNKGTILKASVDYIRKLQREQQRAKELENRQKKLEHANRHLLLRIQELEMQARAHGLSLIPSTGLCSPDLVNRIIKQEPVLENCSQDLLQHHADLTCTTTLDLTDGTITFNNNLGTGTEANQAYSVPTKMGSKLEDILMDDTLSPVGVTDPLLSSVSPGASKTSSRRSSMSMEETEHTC
FBW7 activator: activators of human E3 ligase FBW7 | Q969H0 | AlphaScreen FBW7–phospho-cyclin E peptide binding, activator screen | normalized activity (activation), % at 26.1 µM | 650,000 compounds, 0.13% hits | AID 1259310; in the data active means normalized activity above about 1.9%;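 further: purified mutant Fbw7 with reduced substrate affinity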
GPR151 activ: activators of human GPR151; activation, % at 11.2 µM; Q8TDV0; PathHunter beta-arrestin GPR151 cells, luminescence; AID 1508602; 650,000 compounds, 1% hits; in the data active means activation above about 4.9%;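 further: 0% = median of compound wells and 100% = cells with positive control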
Target sequence (Q8TDV0 whole entry, looked up): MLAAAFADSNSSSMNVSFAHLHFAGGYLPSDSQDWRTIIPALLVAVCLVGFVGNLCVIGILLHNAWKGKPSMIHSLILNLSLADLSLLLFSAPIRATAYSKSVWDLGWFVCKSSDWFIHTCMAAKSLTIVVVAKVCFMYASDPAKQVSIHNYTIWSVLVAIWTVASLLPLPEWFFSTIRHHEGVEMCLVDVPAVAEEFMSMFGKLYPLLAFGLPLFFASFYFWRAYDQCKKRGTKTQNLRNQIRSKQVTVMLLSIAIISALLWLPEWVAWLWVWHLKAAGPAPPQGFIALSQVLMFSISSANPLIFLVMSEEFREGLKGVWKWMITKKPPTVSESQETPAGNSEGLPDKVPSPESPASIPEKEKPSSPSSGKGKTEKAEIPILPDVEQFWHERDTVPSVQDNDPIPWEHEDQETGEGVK
TEAD-YAP block: TEAD-YAP interaction inhibition. HEK-TIYL cells, TEAD-Gal4/YAP UAS-luciferase luminescence. inhibition, % at 9.12 µM. 640,000 compounds, 1.4% hits. AID 1259422; in the data active means inhibition above about 32%;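 further: 0% = median of test compound wells and 100% = reference inhibitor wells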
* = called active by the depositor; / = not tested or not shown; & = joins results of further samples.

Start of the listing, in advance:
SMILES | MITF primary | FBW7 activator | GPR151 activ | TEAD-YAP block
CC(OC(=O)[C@H](C)NC(N)=O)C(=O)Nc1cccc([N+](=O)[O-])c1 (stereo not given in full) | 4 | 0.1 | 1.2 | 1
Cc1ccc(CNC(=O)CCc2nnc(Cc3ccc(-c4ccccc4)cc3)o2)o1 | -1 | 0.1 | 3.4 | -1
CC(C)C(=O)Nc1ccc(C(=O)NNC(=O)c2ccc(-c3ccccc3)cc2)cc1 | 17 | 0.3 | -0.7 | -2
COC(=O)c1ccccc1NC(=O)COc1ccc(C(C)C)cc1 | 17 | 0.1 | -0.7 | -4

All compounds of this part, from the first entry:
SMILES | MITF primary | FBW7 activator | GPR151 activ | TEAD-YAP block
CC(OC(=O)[C@H](C)NC(N)=O)C(=O)Nc1cccc([N+](=O)[O-])c1 (stereo not given in full) | 4 | 0.1 | 1.2 | 1
Cc1ccc(CNC(=O)CCc2nnc(Cc3ccc(-c4ccccc4)cc3)o2)o1 | -1 | 0.1 | 3.4 | -1
CC(C)C(=O)Nc1ccc(C(=O)NNC(=O)c2ccc(-c3ccccc3)cc2)cc1 | 17 | 0.3 | -0.7 | -2
COC(=O)c1ccccc1NC(=O)COc1ccc(C(C)C)cc1 | 17 | 0.1 | -0.7 | -4
CCN(C(=O)CCc1nc(-c2ccc(OC)cc2)no1)c1ccccc1 | -25 | -0.1 | 0.2 | 6
CN(Cc1nc2ccccc2c(=O)[nH]1)Cc1nc2sc3c(c2c(=O)[nH]1)CCC3 | -5 | -0.5 | -0.2 | -1
COC(=O)NNC(=O)c1ccc(F)c(S(=O)(=O)N2CCOCC2)c1 | 5 | 0.0 | 1.7 | 5
Cc1cc(Nc2ccc(OCCN3CCCCC3)cc2)nc(Nc2ccc(OC(F)(F)F)cc2)n1 | 9 | -0.2 | -0.3 | 10
Cc1cc(NC(=O)COc2ccccc2-c2ccccc2)no1 | 2 | 0.1 | 0.6 | 3
Cc1ccc(C)c(Oc2cc(F)nc(N)n2)c1 | 8 | 0.0 | -0.6 | 4
O=C(c1cc([N+](=O)[O-])nn1Cc1ccccc1)N1CCc2ccccc21 | 1 | 0.1 | 0.3 | 2
O=C(Nc1cc(C(F)(F)F)ccc1Cl)c1cc2c(ccc3ccccc32)oc1=O | 14 | 1.2 | -0.8 | -9
Cc1ccc(S(=O)(=O)N2CCCN(S(=O)(=O)c3ccc(C)cc3C)CC2)c(C)c1 | 4 | 0.0 | 0.9 | 4
Cc1cc(N/C(=N\S(=O)(=O)c2ccc(Cl)cc2)c2ccc(F)cc2)no1 | 0 | -0.2 | 0.7 | -19
Cc1cc(C(=O)N2CCN(S(C)(=O)=O)CC2)sc1-c1ccccc1 | 8 | 0.2 | -0.4 | -8
CCc1ccc(-c2nc(CS(=O)CC(=O)NC(C)CC)c(C)o2)cc1 (stereo not given) | 4 | 0.1 | -0.6 | 0
O=C(NCC(c1cccnc1)N1CCN(c2ccccc2)CC1)OCc1ccccc1 (stereo not given) | 3 | 0.1 | -0.3 | 4
CCOC(=O)C(Cc1ccccc1)C(=O)Nc1ccc(Cl)cc1 (stereo not given) | -9 | -0.1 | 0.0 | -16
Cc1ccnc(SCc2nc3ccccc3c(=O)[nH]2)n1 | -20 | 0.1 | 1.5 | -44
Cc1cc(S(=O)(=O)NCC2(O)CCCC2)c(Cl)cc1Cl | 11 | 0.8 | 2.4 | -4
Cc1ccc(N2CC(C(=O)Nc3ccc(S(=O)(=O)NC(C)(C)C)cc3)CC2=O)cc1 (stereo not given) | 7 | 0.1 | 0.1 | 16
Cc1cc2c(NCc3ccccn3)ncnc2s1 | 5 | 0.1 | -1.5 | 0
O=C(CSc1nc2ccc(NC(=O)c3ccccc3Cl)cc2s1)NCC1CCCO1 (stereo not given) | 3 | -0.1 | -0.5 | -7
CCc1nnc(NC(=O)c2ccc(OC)c([N+](=O)[O-])c2)s1 | -8 | -0.2 | -0.3 | -3
Cc1cc(C)c(NC(=O)c2cc(S(=O)(=O)N3CCN(c4ccccc4)CC3)ccc2F)c(C)c1 | 9 | 0.0 | -1.2 | -4
The results go on.
SMILES | MITF primary | FBW7 activator | GPR151 activ | TEAD-YAP block
Cc1ccc(S(=O)(=O)NCCCSC2CCCCC2)cc1 | -5 | 0.0 | -1.1 | 0
O=C(Cn1nnc(-c2ccccc2)n1)N/N=C/c1c(O)ccc2ccccc12 | -19 | -0.1 | 1.4 | 3
O=C(CCCOc1ccc(Cl)cc1Cl)NNC(=O)Cc1ccc2c(c1)OCCO2 | 5 | -0.1 | 0.1 | 8
Cc1ccc(S(=O)(=O)N(CC(=O)NCc2ccncc2)C2CCCCC2)cc1 | 12 | 0.1 | -0.4 | 2
CCOC(=O)C1CCN(C(=O)Cn2cc(C(=O)c3cccs3)c3ccccc32)CC1 | 23 | 1.0 | -2.6 | 6
Cc1cccc(-n2nc3c(c2NC(=O)c2cccc(F)c2)CS(=O)(=O)C3)c1C | -6 | -0.2 | 0.6 | -4
O=S(=O)(Cc1ccccc1)NCC1CCCN(Cc2cc3ccccc3s2)C1 (stereo not given) | -5 | 0.1 | 0.7 | -4
CCOC(=O)C1=C(C)N(c2ccc(C)cc2)C(=O)/C1=C\c1ccc(Cl)cc1 | 4 | -0.2 | 1.6 | 0
CC(=O)c1c(C)nn(C(=O)c2ccco2)c1C | 1 | 0.0 | -0.7 | -4
N#Cc1ccc(CNC(=O)N2CCOCC2)cc1 | -8 | -0.3 | 0.8 | -3
C/C(=N\NC(=O)c1cc([N+](=O)[O-])cc([N+](=O)[O-])c1)c1ccc(C)cc1 | 13 | 0.0 | 0.6 | -2
COc1ccc(-c2nnc(SCC(N)=O)n2-c2cc(C)ccc2C)cc1OC | 3 | 0.2 | -0.8 | -1
O=C(CCC1CCCC1)NNC(=O)CSc1ccc(Cl)cc1 | -3 | 0.0 | 1.0 | 11
O=C(CN1CCN(CC(=O)Nc2ccc(Cl)cc2C(=O)c2ccccc2)CC1)Nc1ccc(Cl)cc1C(=O)c1ccccc1 | -11 | -0.2 | 1.5 | -4
Cc1cc(C)n(C(=O)CN2C(=O)C3CCCCC3C2=O)n1 (stereo not given) | -5 | 0.3 | -1.8 | -15
O=C(c1cccc(Cl)c1)N1CCC(O)(c2cccnc2)CC1 | 8 | 0.2 | 1.2 | 5
COc1ccccc1OCC(O)CN1CCN(c2ccc(F)cc2)CC1 (stereo not given) | -7 | -0.1 | -0.6 | 4
CCCNc1cc(-c2cccc(N)c2)ncn1 | 4 | 0.1 | -0.5 | -11
COc1ccc([N+](=O)[O-])cc1-n1c(C)cc(C=C2C(=O)NC(=S)NC2=O)c1C | 14 | -0.3 | -2.2 | -4
Cc1ccc(CNC(=O)CCSCc2ccccc2F)cc1 | 7 | -0.1 | 1.2 | -7
CNC(=O)CCCc1nnc2n(CC(C)C)c(=O)c3sccc3n12 | -3 | -0.2 | -1.7 | -8
CCOC(=O)c1c(NC(=O)CC)sc2c1CC(C)(C)OC2 | -2 | -0.1 | -0.9 | -4
CCN(CCCNC(=O)CSc1cc(=O)n(CC)c2ccccc12)Cc1ccccc1 | 0 | -0.1 | -0.6 | 15
CCSc1ccc2nnc(-c3ccc(F)cc3)n2n1 | 4 | 0.0 | 0.6 | -18
Cc1ccc([N+](=O)[O-])cc1S(=O)(=O)N(C)C | -4 | 0.0 | -0.8 | -28

Profiles, quoted from the list. Order of screens: MITF primary | FBW7 activator | GPR151 activ | TEAD-YAP block
`O=S(=O)(Cc1ccccc1)NCC1CCCN(Cc2cc3ccccc3s2)C1` (stereo not given) is listed with -5 | 0.1 | 0.7 | -4
`CCOC(=O)C1=C(C)N(c2ccc(C)cc2)C(=O)/C1=C\c1ccc(Cl)cc1` is listed with 4 | -0.2 | 1.6 | 0
`CC(=O)c1c(C)nn(C(=O)c2ccco2)c1C` is listed with 1 | 0.0 | -0.7 | -4
`COc1ccccc1OCC(O)CN1CCN(c2ccc(F)cc2)CC1` (stereo not given) is listed with -7 | -0.1 | -0.6 | 4
`COc1ccc(-c2nnc(SCC(N)=O)n2-c2cc(C)ccc2C)cc1OC` is listed with 3 | 0.2 | -0.8 | -1

(list continues)
SMILES | MITF primary | FBW7 activator | GPR151 activ | TEAD-YAP block
NC(=O)c1ccccc1NC(=O)CSCc1ccccc1Cl | -17 | 0.1 | 0.6 | -29
CC(C)CCNC(=O)c1ccc2c(c1)N(Cc1ccccc1)C(=O)CS2 | 3 | 0.3 | 0.1 | 7
Cc1cc(S(=O)(=O)NC(C)C)ccc1OCC(=O)Nc1ccc2c(c1)OCO2 | -2 | -0.2 | 0.9 | 9
COC(=O)[C@H](Cc1ccccc1)NC(=O)OC1C(=O)c2cc(OC)ccc2O[C@@H]1c1ccc(OC)c(Br)c1 (stereo not given in full) | 13&-5 | 0.4&0.1 | -1.1&0.6 | /
CC(C)N(Cc1ccccc1)S(=O)(=O)c1ccc(C#N)cc1 | -13 | 0.1 | -0.4 | -5
COc1ccc(CN2CCN(Cc3ccccn3)CC2)cc1Br | 68* | 0.0 | -0.3 | 3
O=C1CC(c2cccc([N+](=O)[O-])c2)CC2=C1C(c1ccco1)N(C(=O)C(F)(F)F)c1ccccc1N2 (stereo not given) | 5 | 0.0 | -1.6 | -1
COC(=O)C1=C(N)OC2=C(C(=O)CC(C)(C)C2)C1c1ccc(F)cc1F (stereo not given) | -3 | -0.1 | -0.4 | -4
CSc1nc2c(c(=O)n(C)c(=O)n2C)n1Cc1ccccc1C | 16 | 0.0 | 0.0 | 10
CCOC(=O)CN1C(=O)COc2ccc(C)cc21 | -15 | 0.1 | -1.4 | -5
O=C(CN1CCN(c2nc(-c3ccccc3)cs2)CC1)Nc1ccccc1[N+](=O)[O-] | 8 | -0.3 | 0.7 | 10
COC(=O)c1ccc(CN(Cc2ccc(OC)c(OC)c2)S(=O)(=O)c2ccc(F)c(C(=O)Nc3ccc(F)c(F)c3)c2)cc1 | 14 | 0.1 | 0.5 | -14
Cc1ccc(CN(C)C(=O)CCc2nnc(-c3ccc4c(c3)OCO4)o2)o1 | 11 | 0.3 | -1.4 | -31
CCc1cc2c(SCC(=O)c3ccc(Br)cc3)ncnc2s1 | -7 | 0.1 | -1.4 | -14
CCN(C(=O)C1CC1)c1nc(-c2ccc(C)cc2)cs1 | 7 | 0.0 | 0.1 | -78
O=C(Cc1cccc2ccccc12)N=Nc1c(O)[nH]c(=O)[nH]c1=O | -5 | 0.0 | 0.5 | -5
CN1CCN(C(=O)C2c3ccccc3C(=O)N3CCc4ccccc4C23)CC1 (stereo not given) | 0 | 0.0 | 0.2 | -1
COc1cc(NC(=O)c2cccc(-n3cc(NC(=O)CCCc4ccccc4)cn3)c2)cc(OC)c1OC | 8 | -0.1 | 0.6 | -4
Nc1c(NCc2ccccc2)c2ccccc2oc1=O | 0 | 0.0 | 1.6 | 8
COc1cccc(NC(=O)c2ccc(N3C(=O)c4ccccc4C3=O)cc2)c1 | 13 | 0.1 | 2.8 | -22
COc1ccc(OCC(=O)OCC(=O)N2C(C)CCCC2C)cc1 (stereo not given) | 6 | 0.1 | 1.2 | 2
CCOc1ccc(S(=O)(=O)Nc2cc(C(=O)OC)ccc2C)cc1 | 1 | 0.3 | -0.3 | 55*
O=C(O)CNC(=O)CN=Cc1c(O)c2ccccc2oc1=O | 11 | 0.1 | 0.6 | -3
O=C(Cc1cccs1)NCCn1ccc2ccccc21 | 6 | 0.9 | -0.5 | -13
CCOc1ccc2nc(SCC(=O)Nc3ccccc3C(=O)O)sc2c1 | 6 | 0.8 | -0.7 | 14
The results go on.
SMILES | MITF primary | FBW7 activator | GPR151 activ | TEAD-YAP block
O=C(CSc1nc2cc(Cl)ccc2s1)NCC12CC3CC(CC(C3)C1)C2 | -1 | 0.0 | 0.5 | -11
CC(C)Cn1c(-c2ccccc2F)nc2c(c(=O)c3ccccc3n2C)c1=O | -12 | 0.3 | 0.5 | -3
CCN1/C(=C\C=C2/SC(=Nc3ccc(Br)cc3)N(C)C2=O)Sc2ccccc21 | 24 | 0.1 | 1.1 | -19
COc1ccc(OC)c(CNC(=O)CCC2(Cc3ccc(F)cc3)CCC(=O)N2)c1 (stereo not given) | 9 | 0.0 | -0.8 | 0
CCn1c(COc2ccc(Cl)cc2)n[nH]c1=S | 6 | 0.6 | -0.4 | 12
CSCCCNCc1c(C(=O)N2CCCCCC2)nc2cc(C)ccn12 | 2 | -0.1 | -1.0 | 13
COc1ccc(C(=O)Nc2ccc(O)cc2C(=O)O)c(OC)c1 | 2 | -0.3 | -0.7 | -1
O=[N+]([O-])c1ccc(CSc2nnc3nc[nH]n23)cc1 | 15 | -0.1 | -1.5 | 3
CC1=C(C(N)=O)C(c2ccc(Br)cc2)n2nc(-c3ccco3)nc2N1 (stereo not given) | 0 | -0.1 | 0.2 | -8
CC(C)(C)c1ccc(Oc2coc3cc(O)ccc3c2=O)cc1 | 18 | 0.9 | -0.3 | 64*
CN(Cc1ccccc1)c1ccc(C(N)=O)cc1[N+](=O)[O-] | 2 | 0.4 | 0.6 | 8
Cc1ccc(-n2c(=S)sc3c(=O)n(-c4ccccc4)c(SCC(=O)OCc4ccccc4)nc32)c(C)c1 | 7 | 0.0 | 1.0 | -4

Screens from PubChem BioAssay.
